Menin-MLL TR inh: inhibitors of human menin-MLL interaction, mutant MLL peptide; hit rate 0.23% among 270,000; Potency, µM (highest dose often 61.6 µM), for inactives: at the top dose FP activity change, negative = inhibition, hits mostly inhibitors; Menin + Texas Red MLL mutant peptide, fluorescence polarization; O00255; AID 1768; active = well fitted inhibition curve with a large enough effect in the polarisation, with a control signal flat, not every such curve was filed as active; inconclusive = small, poorly fitted or top-dose-only effect, or effect the other way, or a change in a side signal; inactive = no such curve, though single readings can be large or run the other way; the % refers to the polarisation; also: potency is read from the fitted curve at half-maximal effect; % of control where 0% means no effect; many of its hits are not listed in these tables
Rab9 prom act: Rab9 promoter activation; Huh7 Rab9 promoter-luciferase reporter, luminescence, 24 h; Potency, µM (doses to about 9.22 µM), for inactives: at the highest dose activation, negative = inhibition, most hits filed as activators; hit rate 2.8% among 320,000; AID 485297; also: potency is read from the fitted curve at half-maximal effect; % of control where 0% means no effect; nearly all actives have a fitted effect of over 60% in size
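Quantitative HTS format; Huh7 Rab9-luciferase reporter cells (1500/well) receive compound 2 h post-plating, incubate 24 h at 37 °C, then get luciferase reagent for 10 min before luminescence reading.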
BRCA1 expr act: increases BRCA1 expression; AID 624202; hit rate 1.1% among 380,000; MCF7-BRCA1-FFLuc reporter, luminescence, 48 h; response scale: scaled: vehicle 0%, 10 µM genistein 100%; Potency, µM (doses to about 46.1 µM), inactives show top-dose activation, actives largely listed as activators; also: potency is read from the fitted curve at half-maximal effect; nearly all actives have a fitted effect of over 80% in size; some results filed as inactive show a strong effect at the top dose
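Cells: MCF7-BRCA1-FFLuc, 2000/well. Exposure: 48 h, 37 °C, 5% CO2. Read: luminescence, 15 min post-substrate. Controls: genistein 10 microM (maximal activation), DMSO (neutral).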
VP16 counter: counter-screen for ROR gamma inhibitors: Gal4-VP16 reporter | Drosophila S2 Gal4-VP16 UAS-luciferase, luminescence, 20 h | Potency, µM (doses to about 53.6 µM), without a hit: at the top dose activity, negative = inhibition, most hits filed as inhibitors | hit rate 3.5% among 310,000 | AID 2546;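 also: Gal4-VP16 expression switched on by copper sulfate through the metallothionein promoter; potency is read from the fitted curve at half-maximal effect; % is scaled to controls: 0 for no effect and ±100 for the full control effect; nearly all actives have a fitted effect of over 50% in size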
FLuc modulator: inhibits or activates purified firefly luciferase, miR-21 counter-screen | purified FLuc, Km substrates, luminescence inhibition | P08659 | hit rate 6.9% among 360,000 | Potency, µM (titrated, usually from 57.5 µM), inactives show at the highest dose activity change, negative = inhibition, hits mostly inhibitors;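 also: potency is read from the fitted curve at half-maximal effect; plate controls were vehicle for no effect and reference inhibitor for full effect; nearly all actives have a fitted effect of over 55% in size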
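Purified P. pyralis luciferase, 10 nM final, with Km-level 10 uM D-luciferin and 10 uM ATP in 50 mM Tris acetate pH 7.5, 10 mM Mg acetate, 0.01% Tween-20, 0.05% BSA; 6-point qHTS titration about 60 µM downward; luminescence read.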
ELG1 genotox: genotoxicity induction in ELG1-luciferase HEK293T cells; HEK293T ELG1-luciferase reporter, luminescence, 16 h; Potency, µM (titrated, usually from 46 µM), for the others: at the highest dose activity change, positive = activation, most hits filed as activators; hit rate 1.3% among 330,000; AID 504466; also: potency is read from the fitted curve at half-maximal effect; % of control where 0% means no effect; nearly all actives have a fitted effect of over 60% in size
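HEK293T cells expressing luciferase-tagged ELG1 were exposed to compound or DMSO vehicle for 16 hr at 37 °C and 5% CO2. Luciferase activity was then measured with ONE-Glo after 30 min at room temperature.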
p53 reactivation: re-activators of mutant p53 | hit rate 0.063% among 320,000 | H1299 p53-A138V BP100-luciferase reporter, luminescence, 24 h | AID 504706 | Potency, µM (titrated, usually from 92.2 µM), for the others: at the highest dose activity change, positive = activation, usual class: activators; also: potency is read from the fitted curve at half-maximal effect; % of control where 0% means no effect; nearly all actives have a fitted effect of over 45% in size
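H1299 (p53-null), stable ts p53-A138V + BP100-Luc; 1000 cells/well, Opti-MEM/10% FBS; cpd 4 pt, 1:5; 24 h, 37 deg C, 5% CO2; detection reagent 10 min RT; luminescence.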
PKM2 act: increases activity of human pyruvate kinase M2; purified PKM2, Kinase-Glo ATP luminescence, activation; response scale: 0% is enzyme alone, no compound; AID 1631; Potency, µM (series often up to 57.5 µM), without a hit: at the top dose activation, usual class: activators; hit rate 0.34% among 260,000; also: potency is read from the fitted curve at half-maximal effect; % is scaled to controls: 0 for no effect and ±100 for the full control effect; nearly all actives have a fitted effect of over 55% in size
Target sequence (P14618 whole entry, looked up): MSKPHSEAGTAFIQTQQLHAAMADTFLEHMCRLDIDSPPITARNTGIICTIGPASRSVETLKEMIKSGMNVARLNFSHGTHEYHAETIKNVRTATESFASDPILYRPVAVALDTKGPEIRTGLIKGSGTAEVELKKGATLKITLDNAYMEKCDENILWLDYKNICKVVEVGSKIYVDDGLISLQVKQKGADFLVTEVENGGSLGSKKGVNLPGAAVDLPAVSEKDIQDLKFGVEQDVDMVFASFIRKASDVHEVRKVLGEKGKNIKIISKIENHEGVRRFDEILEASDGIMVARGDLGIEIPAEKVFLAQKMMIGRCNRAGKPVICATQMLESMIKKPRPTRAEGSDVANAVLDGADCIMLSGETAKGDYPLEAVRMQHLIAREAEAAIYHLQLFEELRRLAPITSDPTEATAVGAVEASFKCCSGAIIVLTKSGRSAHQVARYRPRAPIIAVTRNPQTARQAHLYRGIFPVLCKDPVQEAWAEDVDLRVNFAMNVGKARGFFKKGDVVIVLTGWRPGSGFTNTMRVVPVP
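Kinase-Glo luminescence reports ATP generated from ADP (0.1 mM) and PEP (0.5 mM) by purified hPK-M2 after 1 h at room temperature, pH 7.2 imidazole buffer; intermediate enzyme activity allows detecting inhibitors and activators.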
RORg inh: inhibitors of mouse ROR gamma transcriptional activity; P51450; Drosophila S2 Gal4-RORgamma UAS-luciferase reporter, 20 h; Potency, µM (titrated, usually from 53.6 µM), inactives show top-dose activity change, negative = inhibition, actives largely listed as inhibitors; hit rate 5.4% among 310,000; AID 2551; also: potency is read from the fitted curve at half-maximal effect; % is scaled to controls: 0 for no effect and ±100 for the full control effect; nearly all actives have a fitted effect of over 60% in size
Target sequence (P51450 whole entry, looked up, the tested form may be a part): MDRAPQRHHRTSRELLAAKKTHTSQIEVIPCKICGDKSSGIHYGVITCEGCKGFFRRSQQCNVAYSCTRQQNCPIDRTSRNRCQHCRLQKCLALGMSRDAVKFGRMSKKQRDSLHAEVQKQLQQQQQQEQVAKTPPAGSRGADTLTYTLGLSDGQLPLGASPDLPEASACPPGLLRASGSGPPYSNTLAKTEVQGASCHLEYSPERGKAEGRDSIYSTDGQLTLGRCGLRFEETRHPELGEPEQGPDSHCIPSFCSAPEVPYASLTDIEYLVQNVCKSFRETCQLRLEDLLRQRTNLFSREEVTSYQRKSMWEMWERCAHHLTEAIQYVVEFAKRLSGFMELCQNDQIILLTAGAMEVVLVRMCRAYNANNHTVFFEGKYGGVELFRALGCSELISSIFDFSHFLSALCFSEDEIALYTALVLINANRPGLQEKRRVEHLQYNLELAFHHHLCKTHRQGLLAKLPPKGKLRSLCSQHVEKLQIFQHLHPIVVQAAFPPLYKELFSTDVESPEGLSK
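Luminescence from a UAS-regulated Photinus luciferase reporter in stably transfected Drosophila Schneider cells is measured; decreased signal marks ROR gamma inhibition. Fusion expression is induced by 700 uM copper sulfate for 20 hr.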
NPC1 prom act: activators of NPC1 promoter; Huh7 NPC1 promoter luciferase reporter, 24 h; Potency, µM (highest dose often 9.22 µM), without a hit: top-dose activation, hits mostly activators; hit rate 2.4% among 320,000;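 also: potency is read from the fitted curve at half-maximal effect; % of control where 0% means no effect; nearly all actives have a fitted effect of over 60% in size; reporter is driven by a mutant NPC1 promoter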
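Compounds in DMSO were transferred onto Huh7 NPC1-luciferase reporter cells pre-incubated 2 h; after 24 h at 37 °C, Amplite reagent was dispensed and luminescence recorded 10 min later.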
Giardia kill: Giardia lamblia killing | Giardia lamblia trophozoite viability | activity change, % at 7.66 µM, hits read low | AID 540267 | hit rate 0.15% among 340,000; in the data active = activity change below about -80%; inconclusive = between about -30% and that limit;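 also: parasites exposed to compound for two days anaerobically before the ATP read; % is scaled to controls: 0 for no effect and ±100 for the full control effect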
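Trophozoite viability was measured as ATP-dependent luminescence, read 15-30 min after reagent addition. Before that, parasites at 100 cells/well were exposed to compounds for 48 h, anaerobically, at 37 deg C.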
* hit, by the source's call; ? = inconclusive; / = not tested or not shown; & = joins results of further samples; [ ] = remark or other dose. Unless noted, calls follow the shape of the dose curve; as a rule, active = well fitted curve in the direction sought with a large enough effect; inconclusive = small, poorly fitted or top-dose-only effect, or another doubt; inactive = no such curve, though single readings can be large; an effect the other way counts as inactive or inconclusive. A portion of the library (hit frequency here may not be typical).

Values in the order – Menin-MLL TR inh | Rab9 prom act | BRCA1 expr act | VP16 counter | FLuc modulator | ELG1 genotox | p53 reactivation | PKM2 act | RORg inh | NPC1 prom act | Giardia kill
CN1/C(=C\C(=O)c2ccco2)C(C)(C)c2ccccc21
  ? | -3% | -53% | 10µM* | -4% | -6% | 3% | -3% | ? | 2% | 14
CCOCCSc1nc2c(c(=O)[nH]c(=O)n2C)n1CCCc1ccccc1
  6% | -3% | -29% | 10% | -1% | 2% | -14% | -2% | 12% | -3% | -12
CCC(C)c1ccc(NC(=O)C2CCN(c3ncccn3)CC2)cc1 (configuration not stated)
  13% | -7% | 3% | -2% | 1% | -2% | 6% | 0% | 27% | -1% | -10
COc1ccc(CNC(=O)C(C)N2C(=O)COc3ccc(C)cc32)c(OC)c1 (configuration not stated)
  / | 1% | 0% | 16% | -2% | -4% | -3% | 1% | 9% | 0% | -14
COc1ccc(CCNC(=O)CCCn2ncn3c(cc4occc43)c2=O)c(OC)c1
  -12% | -1% | -1% | -3% | -3% | -2% | -5% | / | 6% | -1% | -11
Cn1cnnc1SCCC(=O)Nc1ccc(Cl)cc1
  7% | 3% | 18% | 4% | -9% | 9% | 12% | -3% | -22% | 0% | 6
CC(C)C(NC(=O)c1ccc(Cl)cc1)C(=O)O (configuration not stated)
  6% | -2% | -2% | -1% | 0% | -2% | 2% | 1% | 6% | 0% | 6
O=C(Cn1nc(-c2ccc(Cl)cc2)c2ccccc2c1=O)NN1CCOCC1
  / | -1% | -22% | -3% | 0% | -1% | -1% | -2% | -2% | -5% | 13
CC/C(=N\NC(=O)c1c(-c2ccccc2)noc1C)c1ccc(C)o1
  -1% | 0% | -23% | -11% | 0% | -11% | 7% | -1% | ? | -1% | 11
COc1ccc(OC)c(-c2nc(C(=O)NCC3CCCO3)cc3c2[nH]c2ccccc23)c1 (configuration not stated)
  54%[activator] | 5% | -53% | -6% | -2% | -7% | 0% | 2% | 36% | -1% | -15
COCCNC(=S)N1CCc2cc(OC)c(OC)cc2C1COc1ccc(F)cc1 (configuration not stated)
  7% | 4% | 0% | -1% | -1% | -2% | -2% | -7% | -43% | -6% | 4
O=C(NC1(O)C(=O)c2ccccc2C1=O)c1ccc(C(F)(F)F)cc1
  / | 1% | -20% | 2% | -14% | 0% | 6% | -7% | -8% | 3% | 2
CCN(c1ccccc1)S(=O)(=O)c1ccc(Cl)c(C(=O)OCC(=O)c2[nH]c(C)c(C(C)=O)c2C)c1
  11% | -1% | -11% | -1% | 0% | -1% | -4% | 4% | ? | -6% | 12
Cc1ccc(NC(=O)c2ccc(CN3CC(=O)N4CCCCC4C3=O)cc2)c(C)c1 (configuration not stated)
  0% | -1% | 1% | 1% | -2%&0% | 0% | 11% | -2% | 10% | 2% | ?
CC12COC3(C(=O)Nc4ccc(F)cc4)CC1CCC32C (configuration not stated)
  0% | -2% | -25% | ? | -2% | 0% | -8% | -6% | 0% | -2% | 8
Nc1nnc(Cc2ccc(Cl)cc2Cl)s1
  -8% | / | 2% | 0% | 1% | / | / | 8% | 13% | / | -2
COc1cc2c(cc1OC)CN(c1ccc([N+](=O)[O-])cc1Cl)CC2
  -6% | -4% | -31% | 18µM* | -10% | 10% | -8% | 0% | ? | -7% | 50[activator]
CC(C)(C)NC(=S)Nc1ccc(Br)cc1
  28% | 15% | 5% | -84% | 19µM* | 2% | ? | 3% | 2µM* | 6% | 0
O=C(CCC1CCCC1)N1CCN(C(=O)C2CC2)CC1
  -20% | -2% | -2% | 2% | 5% | 1% | 14% | -1% | 35% | -4% | -29
COC(=O)CNC(=O)C(C)NC(=O)CNC(=O)OCc1ccccc1 (configuration not stated)
  1% | 2% | 3% | 3% | 0% | -1% | -4% | -1% | -3% | 3% | 11
CN(C)C(=O)c1ccc(NC(=O)COC(=O)c2cc3c(s2)CCCCC3)cc1
  / | 2% | 3% | / | ? | 3% | -6% | / | / | -5% | -13
CCOc1ccc(-c2c(C(=O)N/N=C/c3ccncc3)nnn2-c2nonc2N)cc1
  14% | -4% | -5% | -17% | 6% | -2% | 3% | 1%[0.46 µM] | 13% | 0% | -27
O=C1[C@H]2CCCC[C@H]2C(=O)N1CCCCN1CCN(c2nsc3ccccc23)CC1
  3% | / | -13% | 1% | / | / | / | / | -6%[10 µM] | / | 10
O=C(c1ccccc1)N1CCN(Cc2cccc(Oc3ccccc3)c2)CC1
  -2% | -1% | -23% | 0% | 2% | 2% | -1% | -1% | ? | 0% | 2
COc1ccccc1N1CCN(C(CNS(=O)(=O)c2cccs2)c2cccnc2)CC1 (configuration not stated)
  -13% | -3% | -4% | -13% | -2% | -5% | 4% | 3% | -16% | 1% | 18
CCN(CC1CCCO1)C(=O)c1cc(COc2cc(C)c(Cl)c(C)c2)on1 (configuration not stated)
  3% | 2.2µM* | 6.3µM* | 3% | 13µM* | ? | / | 7% | 4% | 3.2µM* | 22
Nc1nncn1C(=O)c1cccs1
  9% | 2% | -11% | -5% | 0% | -3% | 25% | -14% | -8% | -5% | -11
O=C(Nc1cccc(F)c1)/C(=C/c1ccco1)NC(=O)c1ccco1
  / | ? | -21% | 1% | 4% | 5% | 5% | 10% | 3% | 14% | -19
C/C(Cc1ccccc1)=N\NC(=O)CNC(=O)c1ccc(Cl)cc1Cl
  / | -4% | 8% | -2% | ? | 0% | -3% | 0% | -3% | 3% | -9
COc1ccc(C(=O)NCCCNC(=O)c2cc3ccccc3[nH]2)cc1OC
  -1% | -1% | -16% | -1% | -9% | 9% | -8% | / | -16% | -2% | 0
Cc1ccc(CNC(=O)CN2CCC(C(N)=O)CC2)cc1
  -7% | -4% | 4% | -3% | 6% | 1% | -3% | -3% | 32% | 3% | -4
COC(=O)C1=C(C)N(C)C(=S)NC1c1c(OC)ccc2ccccc12 (configuration not stated)
  -8% | -1% | -8% | ? | 3% | -2% | -1% | -4% | 7.9µM* | -9% | -1
COc1ccc(/C=N/Nc2ccc(C(F)(F)F)cc2[N+](=O)[O-])cc1O
  ? | 0% | -29% | ? | -4% | 10% | -10% | 2% | -42% | -1% | 18
O=C(CSc1nnc(NC(=O)c2ccco2)s1)Nc1ccc(F)cc1
  -15% | 19% | -2% | -21% | 15µM* | 4% | 3% | -6% | -3% | 11% | -15
CC(C)(C)c1ccc(C(=O)NNC(=S)NC(=O)c2cccnc2)cc1
  -1% | 4% | 32% | ? | 19µM* | -1% | 18% | / | 2.8µM* | 3% | 15
O=C(NCc1ccco1)C1CCN(C(=O)Cc2ccccc2)CC1
  7% | -12% | -3% | 2% | -1% | -10% | 18% | 4% | 0% | 1% | -6
O=C(N/N=C/c1cccc2ccccc12)c1ccc(CN2CCOCC2)cc1
  20% | 1% | 6% | 3% | 17µM* | -8% | -4% | / | -1% | -4% | 12
CSc1cc(C)nc(N(C)C(C)=O)n1
  11% | -9% | -8% | -1% | 3% | 0% | -4% | -3% | -8%[10 µM] | 1% | 20
CC(C)Oc1ccc(C(=O)NC2CCS(=O)(=O)C2)cc1 (configuration not stated)
  -6% | 5% | 0% | -10% | 4% | 0% | 1% | 0% | 45% | -3% | 7
O=C(NC(=S)Nc1ccc(CN2CCOCC2)cc1)c1cccc(F)c1
  2% | ? | 76% | / | ? | 6% | / | -2% | / | ? | -2
CCOC(=O)C(C)N1N=C(/C=C/c2ccc(C)cc2)CCC1=O (configuration not stated)
  -18% | 0% | 1% | -8% | -15% | -5% | 1% | -5% | 34% | 0% | 14
CN(C)c1cccc(C(=O)NCc2ccc3c(c2)OCO3)c1
  -23% | 2% | 62% | 4% | -10% | 4% | 9% | / | -6% | 1% | -11
Cc1cc(NC(=O)CCC(=O)N(c2ccccc2)C(C(=O)NC2CCCC2)c2ccccc2F)no1 (configuration not stated)
  -21% | -2% | -28% | 6% | 2% | -10% | 0% | / | 36% | 2% | 7
COc1ccc(N2CCCCn3c2nc2c3c(=O)n(C)c(=O)n2C)cc1
  1% | -1% | -4% | -1% | 2% | 0% | -14% | 1% | 2% | -4% | 0
O=C(NCCO)/C(=C\c1ccc([N+](=O)[O-])o1)NC(=O)c1ccccc1
  8% | -3% | -10% | 7% | -1% | -12% | -1% | 0% | 2% | -2% | ?
NNc1nnnc2c1sc1nc(N3CCOCC3)c3c(c12)CCCC3
  / | -1% | 0% | -3% | -2% | 3% | -5% | 0% | -33% | 2% | -4
